# Assay outcomes (PubChem)
# USP1-UAF1 inh: inhibitors of human USP1/UAF1 deubiquitinase; hit rate 0.23% among 390,000; O94782; Potency, µM (titrated, usually from 57.1 µM), for the others: at the top dose activity change, negative = inhibition, most hits filed as inhibitors; recombinant USP1/UAF1, Ub-Rhodamine cleavage fluorescence; note: potency is the fitted concentration of half-maximal effect; % is set by controls: 0 for no effect and ±100 for the full control effect; nearly all actives have a fitted effect of over 60% in size; inactives centre near -12
#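 1 nM enzyme complex + cpd, 15 min RT; start with Ub-Rho 150nM final; kinetic fluorescence ex 480/em 540, 6 reads q60 s. Buffer 50mM HEPES pH 7.8, 0.5mM EDTA, 0.1 mg/ml BSA, 1mM TCEP, 0.01% Tween-20.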
# D2 antag: antagonizes the human D2 dopamine receptor; P14416; HEK293 TREx D2 cells, calcium flux, dopamine EC80; inhibition, % at 10 µM; hit rate 2% among 340,000; AID 485344; in the data active = inhibition above about 30%; note: 0% is about no effect
#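 Tetracycline-induced HEK293 T-REx cells expressing D2 force-coupled to calcium signalling were dye-loaded, exposed to compound for 180 s, then challenged with an EC80 of dopamine; calcium flux was followed kinetically for a further 180 s.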
# rTrxR1 inhibitor: inhibitors of rat thioredoxin reductase 1. O89049. recombinant rTrxR1, NADPH fluorescence consumption, selenite substrate. Potency, µM (doses to about 114 µM), for inactives: top-dose activity change, negative = inhibition, actives largely listed as inhibitors. hit rate 1% among 390,000; note: potency is the fitted concentration of half-maximal effect; % is set by controls: 0 for no effect and ±100 for the full control effect; nearly all actives have a fitted effect of over 65% in size
#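 Rat TrxR1 (90 nM in the dispensed reagent) was pre-reduced with 400 uM NADPH for 5 min at room temperature, then incubated with compound for 15 min. After 400 uM selenite was added, NADPH fluorescence (Ex 340/Em 450 nm) was followed for 8 min.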
# TrxR1 substrate: rat thioredoxin reductase 1 substrate activity; O89049; purified TrxR1 substrate turnover, NADPH consumption readout; Potency, µM (top dose mostly 114 µM), without a hit: top-dose activity change, negative = substrate turnover; hit rate 0.01% among 390,000; AID 588456; note: potency is the fitted concentration of half-maximal effect; % is set by controls: 0 for no effect and ±100 for the full control effect; nearly all actives have a fitted effect of over 50% in size
#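 Rat TrxR1, dispensed at 90 nM, was prereduced with 400 uM NADPH (final) for 5 min at ~22 deg C, then incubated with compound 15 min before 400 uM selenite. A first-read NADPH fluorescence drop versus no-compound background flagged substrates.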
# mIDH1 inhibitor: inhibitors of human mutant IDH1 R132H | IDH1-R132H enzyme, NADPH consumption, diaphorase/resazurin fluorescence | Potency, µM (doses to about 76.6 µM), inactives show top-dose activity change, negative = inhibition, actives largely listed as inhibitors | hit rate 0.093% among 390,000 | AID 602179; note: potency is the fitted concentration of half-maximal effect; % is set by controls: 0 for no effect and ±100 for the full control effect; nearly all actives have a fitted effect of over 65% in size
# Target sequence (O75874 whole entry R132H, stated change not applied): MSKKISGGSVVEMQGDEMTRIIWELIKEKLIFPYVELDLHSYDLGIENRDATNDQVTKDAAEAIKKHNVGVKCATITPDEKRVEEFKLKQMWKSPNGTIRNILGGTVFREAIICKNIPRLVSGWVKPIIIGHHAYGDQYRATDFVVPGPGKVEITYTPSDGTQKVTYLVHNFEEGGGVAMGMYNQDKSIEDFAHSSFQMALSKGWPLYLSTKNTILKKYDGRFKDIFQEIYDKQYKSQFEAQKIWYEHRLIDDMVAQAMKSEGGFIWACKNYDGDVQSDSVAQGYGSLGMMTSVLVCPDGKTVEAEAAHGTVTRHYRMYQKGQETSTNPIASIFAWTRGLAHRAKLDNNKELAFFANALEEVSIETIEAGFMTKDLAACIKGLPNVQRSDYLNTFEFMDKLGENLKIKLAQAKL
#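 IDH1-R132H (0.5 ug/mL dispensed) in pH 7.5 Tris buffer was preincubated 30 min with compound, then given a substrate mix of 0.016 mM NADPH and 2 mM alpha-KG for 80 min at room temperature; remaining NADPH was read by diaphorase/resazurin fluorescence.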
# TRHR enhancer: allosterically enhances the human TRH receptor; hit rate 0.66% among 360,000; P34981; enhancement, % at 2 µM; AID 493056; TRHR cells, fluo-8 calcium fluorescence, EC20 TRH enhancement; in the data active = enhancement above about 30%; note: 0% is about no effect
# Target sequence (P34981 whole entry, looked up): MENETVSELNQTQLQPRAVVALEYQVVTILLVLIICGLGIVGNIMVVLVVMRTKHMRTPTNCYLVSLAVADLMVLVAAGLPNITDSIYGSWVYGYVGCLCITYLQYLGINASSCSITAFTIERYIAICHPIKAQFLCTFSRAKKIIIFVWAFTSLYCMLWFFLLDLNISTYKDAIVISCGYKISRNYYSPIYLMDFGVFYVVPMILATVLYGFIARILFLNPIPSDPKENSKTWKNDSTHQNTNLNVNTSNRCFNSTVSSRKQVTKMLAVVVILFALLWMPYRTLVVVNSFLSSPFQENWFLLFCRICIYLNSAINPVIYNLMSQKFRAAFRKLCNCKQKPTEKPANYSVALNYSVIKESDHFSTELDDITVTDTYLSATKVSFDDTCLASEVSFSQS
#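 TRHR-expressing cells loaded with fluo-8 calcium dye were read kinetically (ex 480/em 530) during compound addition, then stimulated with an EC20 of TRH (10 nM final). Enhancement of the Gq-mediated intracellular calcium response was scored.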
# TRHR agonist: activates the human TRH receptor; P34981; TRHR cells, calcium flux fluo-8, FDSS agonist mode; activation, % at 2 µM; hit rate 0.18% among 360,000; AID 493084; in the data active = activation above about 30%; note: 0% is about no effect
#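 Read-out: compound-evoked intracellular calcium rise in TRHR cells, fluo-8 dye, kinetic FDSS fluorescence at 1 s/cycle following a 10-cycle baseline. Cells cultured overnight before dye loading (30 min–1.5 h, RT).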
# D2 ag: activates the human D2 dopamine receptor; HEK293 T-REx D2 cells, calcium flux agonist mode; activation, % at 2 µM; hit rate 0.53% among 340,000; AID 485358;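 active = activation over 3 SD above normal in the single-dose calcium agonist read, cut at about 30% in these data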; note: 0% is about no effect
#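 Agonism is scored from calcium flux in a force-coupled, inducible HEK293 cell line expressing D2, read kinetically for 180 s after compound addition against dopamine controls.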
# PI4K2A inh: blocks human PI4K2A kinase activity | purified PI4K2A, ADP-Glo luminescence, 1 h; stronger effect = lower value | AID 1346378 | hit rate 0.13% among 420,000 | Q9BTU6 | activity change, negative = inhibition, % at 76.9 µM; in the data active = activity change below about -50%; inconclusive = mostly about -30% to -49%;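 note: -100% = wells without enzyme as full effect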
#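 ADP-Glo luminescence measured ADP generated by PI4K2A enzyme (4 ug/mL before mixing) with 1.2 mM PI substrate (pre-mix) and 300 microM ATP (pre-mix). Tris pH7.5 buffer with MgCl2, Triton X-100; 1 h reaction at ambient temperature.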
# An asterisk follows results filed as active; ? = inconclusive; . = no result given; [ ] = dose if it differs, or a comment. Unless noted, calls come from the whole dose curve; as a rule, active = well fitted inhibition curve with a large enough effect; inconclusive = small, poorly fitted or top-dose-only effect; inactive = no such curve, though single readings can be large or run the other way. Rows were taken by chance (roughly 3.9% active in at least one column).
# Sample of the layout:
SMILES,USP1-UAF1 inh,D2 antag,rTrxR1 inhibitor,TrxR1 substrate,mIDH1 inhibitor,TRHR enhancer,TRHR agonist,D2 ag,PI4K2A inh
COCCCNC(=O)c1cc(C(=O)c2c(-c3c(Cl)cccc3Cl)noc2C)c[nH]1,-10%,.,-3%[57.1 µM],-12%,1%,-8,0.1,.,1
CCc1cccc(C)c1NC(=S)N(CCCN1CCN(C)CC1)Cc1cccs1,-2%,3,32%[57.1 µM],6%[57.1 µM],8%,4,-0.1,-0.7,-2
Cc1cc(C)c(C)c(C(=O)CSc2nnc(-c3ccc4[nH]c(C)c(C)c4c3)o2)c1C,-1%,-15,-7%,-4%,10%,1,0.0,0.6,-11
CCOc1ccc(-n2nc(CO)c(C(=O)NCc3cccc(OC)c3)n2)cc1,-10%,.,105%[activator],75%[activator],-15%,11,-1.5,-0.8,0
CC(Sc1nnc(-c2ccccc2F)n1C)C(=O)NC1CCCCC1 (stereo not given),-3%,-2,7%,-1%,3%,-1,-0.8,0.0,3
CN(Cc1ccc(Br)cc1)C(=O)CCN1C(=O)c2cccc([N+](=O)[O-])c2C1=O,-11%,-13,4%[57.1 µM],9%[0.0914 µM],5%,4,-0.8,-2.9,-4
CCOc1ccc(OCCn2c(=S)[nH]c3c(N)ncnc32)cc1,-17%,0,-22%,1%,-3%,-2,0.2,-5.8,-2
Cc1ccc(S(=O)(=O)NNC(=O)NC23CC4CC(CC(C4)C2)C3)cc1,-2%,-10,1%,-5%,-1%,7,0.1,-0.2,-1
CC1CN=C(c2ccccc2)O1 (stereo not given),?,.,7%[57.1 µM],-3%[57.1 µM],3%,.,.,.,4
[N-]=C=C1C(=O)NC(=O)C([n+]2ccc(-c3ccncc3)cc2)C1c1ccccc1C(F)(F)F (stereo not given),?,35*,5%[57.1 µM],1%[57.1 µM],4%,-4,0.4,-1.1,-9

# Results, from the start:
SMILES,USP1-UAF1 inh,D2 antag,rTrxR1 inhibitor,TrxR1 substrate,mIDH1 inhibitor,TRHR enhancer,TRHR agonist,D2 ag,PI4K2A inh
COCCCNC(=O)c1cc(C(=O)c2c(-c3c(Cl)cccc3Cl)noc2C)c[nH]1,-10%,.,-3%[57.1 µM],-12%,1%,-8,0.1,.,1
CCc1cccc(C)c1NC(=S)N(CCCN1CCN(C)CC1)Cc1cccs1,-2%,3,32%[57.1 µM],6%[57.1 µM],8%,4,-0.1,-0.7,-2
Cc1cc(C)c(C)c(C(=O)CSc2nnc(-c3ccc4[nH]c(C)c(C)c4c3)o2)c1C,-1%,-15,-7%,-4%,10%,1,0.0,0.6,-11
CCOc1ccc(-n2nc(CO)c(C(=O)NCc3cccc(OC)c3)n2)cc1,-10%,.,105%[activator],75%[activator],-15%,11,-1.5,-0.8,0
CC(Sc1nnc(-c2ccccc2F)n1C)C(=O)NC1CCCCC1 (stereo not given),-3%,-2,7%,-1%,3%,-1,-0.8,0.0,3
CN(Cc1ccc(Br)cc1)C(=O)CCN1C(=O)c2cccc([N+](=O)[O-])c2C1=O,-11%,-13,4%[57.1 µM],9%[0.0914 µM],5%,4,-0.8,-2.9,-4
CCOc1ccc(OCCn2c(=S)[nH]c3c(N)ncnc32)cc1,-17%,0,-22%,1%,-3%,-2,0.2,-5.8,-2
Cc1ccc(S(=O)(=O)NNC(=O)NC23CC4CC(CC(C4)C2)C3)cc1,-2%,-10,1%,-5%,-1%,7,0.1,-0.2,-1
CC1CN=C(c2ccccc2)O1 (stereo not given),?,.,7%[57.1 µM],-3%[57.1 µM],3%,.,.,.,4
[N-]=C=C1C(=O)NC(=O)C([n+]2ccc(-c3ccncc3)cc2)C1c1ccccc1C(F)(F)F (stereo not given),?,35*,5%[57.1 µM],1%[57.1 µM],4%,-4,0.4,-1.1,-9
COc1ccc(NC(=O)COC(=O)C23CC4CC(CC(O)(C4)C2)C3)cc1Cl,-7%,.,21%,8%,-3%,.,.,.,-12
Cc1cc(C)c(C)c(S(=O)(=O)N2CCC(C(=O)N(C)Cc3nc4ccccc4c(=O)[nH]3)CC2)c1C,0%,.,-4%,-9%,-5%,.,.,.,-2
O=C(Oc1ccc(C(=S)N2CCCCC2)cc1)c1ccccc1F,-14%,3,23%,-6%,-5%,8,-2.2,-0.5,0
Cc1ccc(-c2nc(Cl)nc3ccccc23)cc1,-17%,1,1%,8%,0%,-2,-0.4,0.0,2
CCOc1cc(C2C(C#N)=C(N)OC3CCCC(=O)C32)ccc1OCCN1CCOCC1 (stereo not given),-9%,-8,11%[57.1 µM],6%[57.1 µM],7%,4,-0.2,0.6,-3
Cc1cc(NCc2ccc3c(c2)OCO3)n2nc(C)nc2n1,-9%,13,11%,-5%,-10%,0,1.0,-0.8,-5
O=C(COc1cccnc1[N+](=O)[O-])Nc1ccc2c(c1)CCC2,-23%,-4,16%,5%,-5%,0,-0.9,-1.0,0
Cc1cccc2c1cnn2C(=O)Nc1ccccc1Br,-23%,-2,20%,-1%,-12%,2,-0.1,1.0,6
O=C(O)c1ccc(S(=O)(=O)Nc2ccc3c(c2)OCCO3)cc1,-18%,4,12%[2.29 µM],7%[2.29 µM],4%,-6,-0.2,-0.4,1
COc1ccc(-n2nc(C(=O)NCC(=O)N3CCN(Cc4ccc5c(c4)OCO5)CC3)c3ccccc3c2=O)cc1OC,-16%,-1,12%[57.1 µM],20%,0%,-2,-0.3,1.3,-2
COc1ccc(-c2csc(NC(CO)c3nc4ccccc4n3CCCO)n2)cc1 (stereo not given),5%,.,-1%,-3%,2%,.,.,.,-3
CC(C)C[C@@H](C(=O)NCc1ccco1)N1C(=O)N2CCc3c([nH]c4ccccc34)[C@@]2(C)C1=O,-22%,25,-22%,2%,5%,5,-0.2,0.6,-3
CC(=O)N1CCN(c2csc3ccc(Cl)cc3c2=O)CC1,-17%,.,9%[57.1 µM],1%[57.1 µM],6%,4,0.7,.,2
COc1ccc(CCNC(=O)NC2CCCCC2)cc1,-18%,31*,-3%,-1%,5%,1,-0.5,0.1,5
CC(C)Oc1ccc(CNC(=O)c2cnc3sc(N4CCCCCC4)nn3c2=O)cc1,-4%,.,11%[57.1 µM],4%[57.1 µM],-9%,-2,-0.2,.,-3
CN(CC(=O)Nc1ccccc1Cl)C(=O)COC(=O)/C=C/c1cccs1,-21%,-5,10%,-2%,5%,12,-0.3,-1.0,-2
CCN(CC)C(=O)c1cccc2nc3ccccc3nc12,-6%,1,13%[57.1 µM],-8%[57.1 µM],4%,1,-0.1,0.0,1
Clc1ccc(Oc2nc(N3CCOCC3)nc(N3CCOCC3)n2)c(C2CCCCC2)c1,-8%,.,-3%,-6%,7%,.,.,.,1
Cn1c(-c2cc3ccc(OC(=O)C(C)(C)C)cc3oc2=O)nc2ccccc21,-9%,2,23%,188%[activator],14%,-9,-1.4,-0.9,15
NC(=O)C1CCN(C(=O)c2cc3c(s2)CCCC3)CC1,0%,-5,-3%,-1%,-11%,6,-0.5,-1.4,-2
CS(=O)(=O)N1CCN(c2ccccc2NC(=S)NC(=O)c2ccccc2[N+](=O)[O-])CC1,-13%,12,12%[57.1 µM],4%[57.1 µM],-4%,0,0.9,5.0,0
COc1ccc2c(ccc[n+]2[O-])c1,?,.,-14%,-7%,9%,.,.,.,-6
O=c1[nH]c2c(s1)C=Nc1ccccc1N2,28µM*,-4,-10%[57.1 µM],2%[57.1 µM],1%,-4,7.6,8.1,0
Cn1c(=O)c2c(ncn2CC(=O)N/N=C/c2ccc(Br)s2)n(C)c1=O,-9%,12,0%,-11%,4%,-2,0.2,0.5,-8
Cc1cccc(NC(=O)N(Cc2nc3ccccc3c(=O)[nH]2)C2CCCC2)c1,-17%,.,10%,8%,4%,-5,-0.8,.,-11
COc1ccc(Cn2c(CCC(=O)Nc3ccc(Br)c(C)c3)nc3cccnc32)cc1,-4%,.,13%,-1%,14%,1,0.1,-0.3,0
O=C(NC1CCCCCC1)c1cc2n(n1)C(C(F)(F)F)CC(c1ccco1)N2 (stereo not given),-17%,-9,5%,0%,5%,-6,4.3,2.4,-11
Cc1cc(OCc2cc(C(=O)N(C)C(C)c3ccccn3)no2)cc(C)c1Cl (stereo not given),-24%,0,21%[57.1 µM],6%[57.1 µM],8%,-4,0.6,0.3,-1
Brc1ccccc1Cn1c(-c2cscn2)nc2ccccc21,-4%,2,-1%,-6%,-6%,7,-0.1,-1.3,2
CN(C)S(=O)(=O)N1CCN(c2ccc([N+](=O)[O-])c(N3CCCCC3)c2)CC1,?,3,14%[57.1 µM],-13%[57.1 µM],5%,-6,0.1,-1.6,2
